# Screens (PubChem BioAssay)
# MPTP block: blocks calcium-induced mitochondrial swelling; isolated mouse mitochondria, Ca2+ swelling absorbance, 30 min; inhibition, % at 10 µM; 360,000 tested, 1.4% active;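 active = inhibition of 50% or more, scaled per plate between neutral and stimulator controls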;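 note: 0% = DMSO wells given calcium and 100% = 1 mM EGTA wells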
# NR3A LBD binder: NR3A (human) ligand-binding domain modulation. NR3A LBD differential scanning fluorimetry, Tm shift; 0% = protein alone, 100% = glycine-bound protein. Tm shift relative to glycine control, % at 25 µM. 340,000 tested, 2.5% active. AID 1259313;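 active = melting temperature shift of at least 10% of the positive control shift, at one fixed dose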
# PfG6PD inh: PfG6PD (Plasmodium falciparum) enzyme inhibition | PfGluPho enzyme, NADPH resazurin-diaphorase fluorescence | inhibition, % at 20 µM | 350,000 tested, 0.78% active;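 active = inhibition reaching at least a set limit at 20 µM in the primary screen, cut at about 59% in these data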;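 note: 0% = DMSO wells with substrate and 100% = DMSO wells lacking glucose-6-phosphate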
# HKDC1 inh: HKDC1 (human) hexokinase inhibition; Q2TB90; recombinant HKDC1, G6PDH/diaphorase resazurin coupled fluorescence; 340,000 tested, 0.16% active; inhibition, % at 20 µM;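 active = inhibition above about 35% when tested at 20 µM, limit read from the data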;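 note: plate controls were DMSO wells with enzyme for no effect and DMSO wells lacking enzyme for full effect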
#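 Assay system: recombinant HKDC1 hexokinase; detection: coupled resazurin fluorescence, excitation 525 nm, emission 613 nm; benchmarks: DMSO-plus-enzyme-mix negative control, buffer-substituted positive control; compound dosing: single 20 µM dose; schedule: 90 min at room temperature in dark; also added: glucose plus 1 mM ATP as hexokinase substrates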
# SENP6 block: blocks the human protease SENP6. Recombinant SENP6 catalytic domain, aminoluciferin luminescence. 330,000 tested, 1.8% active. inhibition, % at 10 µM. Q9GZR1. AID 2599;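 active = inhibition above about 50% at the single tested dose, limit read from the data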;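 note: plate controls were DMSO wells with enzyme for no effect and DMSO wells lacking enzyme for full effect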
# SENP7 block: inhibitors of human SENP7 protease. recombinant SENP7, Z-RLRGG-aminoluciferin luminescence, 40 min. inhibition, % at 5 µM. 330,000 tested, 1.5% active. AID 434973;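 active = inhibition above about 50% at the single test dose, limit read from the data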;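 note: plate controls were DMSO with enzyme for no effect and no enzyme buffer wells for full effect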
# Target sequence (Q9BQF6 706-1050 limits assumed): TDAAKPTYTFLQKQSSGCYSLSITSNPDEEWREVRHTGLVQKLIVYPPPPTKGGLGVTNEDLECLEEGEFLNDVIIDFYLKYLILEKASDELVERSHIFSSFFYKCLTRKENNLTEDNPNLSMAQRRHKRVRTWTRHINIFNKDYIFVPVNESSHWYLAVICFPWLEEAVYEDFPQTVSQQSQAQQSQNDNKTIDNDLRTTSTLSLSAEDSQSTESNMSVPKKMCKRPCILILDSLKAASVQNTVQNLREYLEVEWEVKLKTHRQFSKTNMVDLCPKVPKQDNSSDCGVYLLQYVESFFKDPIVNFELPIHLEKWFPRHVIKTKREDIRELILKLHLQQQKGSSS
# ATG4B inh: inhibitors of human ATG4B cysteine protease; Q9Y4P1; ATG4B cleavage of LC3-PLA2, NBD-HPC fluorescence, 1 h; inhibition, % at 8.33 µM; 340,000 tested, 0.51% active; in the data active = inhibition above about 40%
# Target sequence (Q9Y4P1 whole entry, looked up): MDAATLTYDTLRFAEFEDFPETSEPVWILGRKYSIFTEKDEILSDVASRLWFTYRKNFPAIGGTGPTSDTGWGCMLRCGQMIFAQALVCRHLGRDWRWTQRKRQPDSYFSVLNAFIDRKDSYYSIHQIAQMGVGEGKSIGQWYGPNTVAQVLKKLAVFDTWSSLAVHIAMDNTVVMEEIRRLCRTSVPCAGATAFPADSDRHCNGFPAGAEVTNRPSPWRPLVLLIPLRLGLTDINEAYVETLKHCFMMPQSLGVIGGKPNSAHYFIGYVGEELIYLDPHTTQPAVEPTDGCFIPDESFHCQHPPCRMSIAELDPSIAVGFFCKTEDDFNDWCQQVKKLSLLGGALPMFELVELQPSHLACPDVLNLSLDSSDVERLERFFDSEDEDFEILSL
# SENP8 inh: inhibitors of human SENP8 protease | inhibition, % at 20 µM | recombinant SENP8, Nedd8 substrate fluorescence | Q96LD8 | 360,000 tested, 0.64% active; in the data active = inhibition mostly above about 40%, no sharp cut-off; inactive = mostly below about 27%
# Target sequence (Q96LD8 whole entry, looked up): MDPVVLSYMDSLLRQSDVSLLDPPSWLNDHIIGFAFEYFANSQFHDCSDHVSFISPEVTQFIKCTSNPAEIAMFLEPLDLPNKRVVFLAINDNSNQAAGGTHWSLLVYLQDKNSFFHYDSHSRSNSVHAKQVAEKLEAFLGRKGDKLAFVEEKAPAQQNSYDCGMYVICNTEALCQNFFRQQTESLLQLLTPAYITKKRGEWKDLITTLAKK
# * = called active by the depositor; . = not tested or not shown. Hits appear at their usual frequency (roughly 6.9% active in at least one column).
structure	MPTP block	HKDC1 inh	SENP7 block	SENP6 block	SENP8 inh	NR3A LBD binder	ATG4B inh	PfG6PD inh
CCOc1ccc(-c2noc(=O)[nH]2)cc1	2.0	0	-1	-22	18	-1	-17	-4
N#CC(C#N)=C1CCCc2sccc21	-0.1	6	.	.	-57	3	5	22
CCOc1ccccc1-n1c(=O)c2ccccc2c2ccccc2c1=O	-1.0	-11	-2	-14	5	-1	-18	-2
COc1ccc(-n2c(-c3ccco3)nc3c(cnn3-c3ccccc3C)c2=O)cc1	3.5	-5	0	-15	25	-7	0	15
COc1ccc(/C=C/C(=O)OCC(=O)NC2CCCC2)c(OC)c1	-0.8	2	-1	-17	-48	0	-4	-3
O=C(O)CC(NC(=O)C1c2ccccc2Oc2ccccc21)c1ccc(Cl)cc1 (stereo unspecified)	4.5	1	2	8	15	-1	5	-25
CCC(=O)N1CC(C)C(=O)Nc2ccccc21 (stereo unspecified)	0.3	-7	16	-3	18	-2	-2	6
O=C(O)Cn1c(=O)c2c3c(sc2n(Cc2ccc(F)cc2)c1=O)CCCC3	-0.4	2	4	-11	6	-2	2	-12
COC(=O)c1sccc1NN1C(=O)c2ccccc2C1=O	1.1	1	2	-9	-100	1	-3	-8
O=C(NC1CC1)c1ccc(C2SCC(=O)N2Cc2ccccc2)cc1 (stereo unspecified)	0.8	-9	3	-2	20	-1	1	-12
CC1=NN(C(=O)c2ccccc2)C(O)(c2ccc(Br)cc2)C1 (stereo unspecified)	6.8	-12	10	-7	2	1	2	-8
O=C1C2CCCN2C(c2ccccc2F)N1c1ccc(F)cc1 (stereo unspecified)	-0.7	-4	.	.	5	-1	4	-7
COc1cccc(/C=N/n2c(=S)n(C)c3ccccc32)c1OC	2.0	2	-1	-2	7	4	0	8
Nc1nc(N2CCOCC2)nc(N(c2ccccc2)c2ccccc2)n1	-2.3	0	-5	-5	9	0	1	-4
COc1ccc(-n2cc(CN(C)Cc3n[nH]c(=O)[nH]3)c(-c3cccc(F)c3)n2)cc1	0.4	-8	6	-5	-38	0	21	-13

# The listing continues.
structure	MPTP block	HKDC1 inh	SENP7 block	SENP6 block	SENP8 inh	NR3A LBD binder	ATG4B inh	PfG6PD inh
Cc1ccc(S(=O)(=O)NCCSc2nnnn2C)cc1	0.5	-6	-3	-3	5	1	-4	-13
Cc1cc2ncn(/N=C/c3cccnc3)c2cc1C	-3.3	7	2	-1	-8	-3	-9	-3
CC1(c2ccc3ccccc3c2)NC(=O)N(CC(=O)N2CCCC(C(F)(F)F)C2)C1=O (stereo unspecified)	-2.6	-7	1	4	5	-1	0	0
CN(CCCC(=O)Nc1nccs1)S(=O)(=O)c1ccc(Cl)cc1	-1.8	-5	-6	-3	10	3	-6	13
COc1cc(/C=N\NC(=O)c2ccc(Cn3cc(Br)c([N+](=O)[O-])n3)o2)cc(OC)c1O	-0.2	-8	8	-76	22	-1	-13	1
CC1CC[C@@]2(OC1)O[C@H]1CC3[C@@H]4C[C@@H](O)[C@@]5(O)C[C@@H](O)[C@H](O)C[C@]5(C)[C@H]4CC[C@]3(C)[C@H]1[C@@H]2C (stereo partly specified)	0.8	-6	0	-12	27	3	-4	0
CCOc1c(N2CC(C)OC(C)C2)c(=O)c1=O (stereo unspecified)	3.1	3	5	-3	16	2	-7	9
COC(=O)C(C)Sc1ccc2nnc(-c3cccc(F)c3)n2n1 (stereo unspecified)	-0.8	-4	-6	5	-184	4	1	15
Cc1ccccc1N(CC(=O)NC1CCCC1)C(=O)CS(=O)CC(=O)Nc1ccc2c(c1)OCO2 (stereo unspecified)	-1.2	-6	4	-13	7	1	2	-5
CCC1(N(C(C)=O)c2ccc(OC)cc2)C(=O)c2ccccc2C1=O	1.0	-12	-7	-10	8	-1	-5	-2
Cc1cccc(/C=C2\CCC(=C3SCCCS3)C2=O)c1	0.8	0	92*	91*	17	-2	-4	17
COc1cc(/C=N/NC(=O)c2cccc(N3CCCC3=O)c2)ccc1O	-1.8	4	5	-2	-28	-2	0	-10
Cc1cc(C)nc(N(C#N)CCOc2ccc(Cl)cc2)n1	-0.7	-3	11	15	25	-2	-4	-6
O=C(NCc1ccccc1C(F)(F)F)C1CC(c2ccc(C(F)(F)F)cc2)=NO1 (stereo unspecified)	1.4	6	8	-8	16	-13	21	16
Oc1cccc(/C=N\Nc2nncc(-c3ccccc3)n2)c1	-0.1	-11	7	-9	9	4	-22	2

# Molecules listed so far with bromine:
structure	MPTP block	HKDC1 inh	SENP7 block	SENP6 block	SENP8 inh	NR3A LBD binder	ATG4B inh	PfG6PD inh
CC1=NN(C(=O)c2ccccc2)C(O)(c2ccc(Br)cc2)C1 (stereo unspecified)	6.8	-12	10	-7	2	1	2	-8
COc1cc(/C=N\NC(=O)c2ccc(Cn3cc(Br)c([N+](=O)[O-])n3)o2)cc(OC)c1O	-0.2	-8	8	-76	22	-1	-13	1

# More records follow.
structure	MPTP block	HKDC1 inh	SENP7 block	SENP6 block	SENP8 inh	NR3A LBD binder	ATG4B inh	PfG6PD inh
CC1CN(c2nc3ccccn3c(=O)c2C=O)CC(C)O1 (stereo unspecified)	0.2	-5	2	-23	9	-1	0	-9
c1ccc(Cn2cc(-c3cccnc3)cn2)cc1	-1.9	2	6	-16	11	-2	-5	-5
COc1ccccc1NC(=O)C(Sc1ccccc1)c1ccccc1 (stereo unspecified)	15	3	3	-5	19	-5	12	4
COc1cccc(N2[C@@H](CC(=O)O)c3ccc(/C=C/C(=O)O)cc3S2(=O)=O)c1	-2.5	-2	7	5	-51	1	5	-3
O=C(N/N=C/c1ccc([N+](=O)[O-])o1)c1ccc(O)cc1	2.2	-1	.	.	27	-4	2	35
O=C(Nc1ccccc1)Nc1cc(S(=O)(=O)N2CCOCC2)ccc1N1CCCC1	0.2	-10	-3	-9	3	1	-4	36
O=C(NNC(=O)c1ccccc1F)c1ccc2nc[nH]c2c1	0.4	-4	8	-11	6	-2	0	-2
CCN(CC)C(=O)CSc1nnc(-c2ccco2)n1N	-1.0	-4	3	0	15	1	-4	-4
CN(CC(=O)NC1CCN(Cc2ccccc2)CC1)S(=O)(=O)c1ccc(Br)s1	-0.2	-6	-12	-12	12	-2	1	-9
COc1ccc2cc(-c3[nH]ncc3CNCCn3nc(C)cc3C)ccc2c1	-3.4	-6	-1	-13	-29	-8	-12	-4
O=C(NCCCn1ccnc1)/C(=C/c1ccc(F)cc1)NC(=O)c1ccccc1	-0.5	0	-5	6	16	-1	-1	-11
Cc1ccc2nc(SCC(=O)c3ccc4c(c3)OCO4)[nH]c2c1	0.7	19	-7	-32	15	1	1	56
CCOC(=O)NC1(C(F)(F)F)NC(=O)N(c2cccc(C(F)(F)F)c2)C1=O (stereo unspecified)	-1.4	16	-7	-8	15	2	6	-7
Cc1ccccc1NC(=O)c1ccccc1O	2.6	0	-5	-14	-119	5	8	-2
CCOC(=O)c1[nH]c2ccc(C)cc2c1N=CN(CC)CC	4.5	-4	3	-3	-407	-2	-5	7

# Going on with the list:
structure	MPTP block	HKDC1 inh	SENP7 block	SENP6 block	SENP8 inh	NR3A LBD binder	ATG4B inh	PfG6PD inh
COc1ccccc1CN1CC(C(=O)N2CCCCCCC2)CCC1=O (stereo unspecified)	-0.7	2	-2	1	0	3	-2	-6
CC(C)CNC(=O)c1cccc(NC(=O)COc2cccc([N+](=O)[O-])c2)c1	8.5	-1	3	5	10	2	-3	0
O=C(c1cc(C2CC2)nn1-c1ccccc1)N1CCN(S(=O)(=O)c2cccc(F)c2)CC1	1.7	-2	8	11	16	2	10	11
CC(C)C[C@H](NC(=O)c1nc[nH]c1C(=O)NC1CCN(C(=O)OC(C)(C)C)CC1)C(=O)OCc1ccccc1	-0.3	0	1	-16	11	0	-3	31
Cc1ccc(NC(=O)CN(C)S(=O)(=O)c2ccc3c(c2)c(=O)n(C)c(=O)n3C)cc1	-0.7	-4	-15	-5	17	2	4	-9
COc1ccc2[nH]cc(/C=N/NS(=O)(=O)c3ccc(C)cc3)c2c1	34	-6	6	-2	14	25*	-12	13
O=C(Oc1ccc2c(c1)OCO2)c1ccc(Br)c(S(=O)(=O)N2CCOCC2)c1	1.5	-6	0	-14	31	0	-4	12
Cc1cc(C)c2oc(C(=O)N(Cc3ccccc3)c3ccccn3)cc(=O)c2c1	3.6	5	3	-13	-1	-1	-2	19
CCOc1ccc(CCNC(=O)c2ccc(NC3=NC4CS(=O)(=O)CC4S3)cc2)cc1 (stereo unspecified)	-2.3	1	2	0	8	0	-15	0
CCc1nnc(SCCSc2nnc(CC)n2N)n1N	-3.0	1	-2	5	8	-1	1	-11
O=C(COC(=O)Cc1ccsc1)NCC12CC3CC(CC(C3)C1)C2	0.8	-8	-8	0	7	-1	2	0
CCOC(=O)c1ccc(NC(=O)/C=C/c2cccs2)cc1	1.4	-3	79*	81*	-56	23*	-12	18
Cc1onc(C(=O)NN)c1-c1csc(COc2ccccc2)n1	0.7	2	0	-1	7	0	-7	9
COc1cccc(-c2ncc3ccccc3c2COC(=O)c2ccccc2C(=O)O)c1	-1.8	1	2	4	12	2	-12	5
O=C(C[N+]1(CC#Cc2ccccc2)CCOCC1)c1ccc(Cl)cc1	-0.1	14	5	0	12	-1	2	0

# Three entries from above, sorted by molecular weight, high to low.
structure	MPTP block	HKDC1 inh	SENP7 block	SENP6 block	SENP8 inh	NR3A LBD binder	ATG4B inh	PfG6PD inh
CCOc1ccc(CCNC(=O)c2ccc(NC3=NC4CS(=O)(=O)CC4S3)cc2)cc1 (stereo unspecified)	-2.3	1	2	0	8	0	-15	0
O=C(C[N+]1(CC#Cc2ccccc2)CCOCC1)c1ccc(Cl)cc1	-0.1	14	5	0	12	-1	2	0
CCOC(=O)c1ccc(NC(=O)/C=C/c2cccs2)cc1	1.4	-3	79*	81*	-56	23*	-12	18

# Returning to the listing, starting three compounds before the break.
structure	MPTP block	HKDC1 inh	SENP7 block	SENP6 block	SENP8 inh	NR3A LBD binder	ATG4B inh	PfG6PD inh
Cc1onc(C(=O)NN)c1-c1csc(COc2ccccc2)n1	0.7	2	0	-1	7	0	-7	9
COc1cccc(-c2ncc3ccccc3c2COC(=O)c2ccccc2C(=O)O)c1	-1.8	1	2	4	12	2	-12	5
O=C(C[N+]1(CC#Cc2ccccc2)CCOCC1)c1ccc(Cl)cc1	-0.1	14	5	0	12	-1	2	0
COc1cc(/C=N/NC(=O)c2cc(C3CC3)[nH]n2)cc(OC)c1OC	-0.7	-6	-3	0	-60	0	2	12
COc1ccc(CCNc2nc(-c3ccc(F)cc3)c(CC(=O)O)s2)cc1OC	-0.2	-9	2	-6	-47	-1	-10	50
CCOc1ccc2c(ccc(/C=C/c3cc(C)c4cccnc4c3O)[n+]2C)c1	20	46*	.	.	-38	-10	31	92*
Cc1ccc(NC2=CC(=O)CC(C)(C)C2)cc1Cl	-0.6	2	3	7	-151	4	2	13
CCN(C(=O)CSc1ncn[nH]1)C1CCCCC1	-0.9	-10	6	7	3	-2	1	-4
O=C(OCC1CCCN2CCCCC12)c1ccc2c(c1)OCO2 (stereo unspecified)	-1.8	5	4	-3	5	4	-3	-4
